# From PubChem BioAssay
# tim23-1 inh = growth inhibitors of tim23-1 mutant yeast | S. cerevisiae tim23-1 growth, BacTiter-Glo luminescence, 24 h | inhibition, % at 20 µM | actives 1.3% (n = 330,000) | AID 463212;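 active means growth inhibition of the mutant yeast at or above 50%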;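 further: temperature-sensitive mutant grown at 25 °C; plate controls were DMSO-treated mutant yeast for no effect and medium wells lacking yeast for full effect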
# Mdm2 MdmX PPI = disrupts the human Mdm2-MdmX interaction | inhibition, % at 8 µM | SaOS-2 split-luciferase Mdm2/MdmX complementation, luminescence | actives 3% (n = 330,000);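 active means inhibition of at least 50% at 8 µM in the primary screen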
# GRIN3A LBD mod = NR3A (human) ligand-binding domain modulation; NR3A LBD differential scanning fluorimetry, Tm shift; 0% = protein alone, 100% = glycine-bound protein; Tm shift relative to glycine control, % at 25 µM; actives 2.5% (n = 340,000);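 active means melting temperature shift of at least 10% of the positive control shift, at one fixed dose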
# tim10-1 inh = tim10-1 yeast growth inhibition; actives 2.2% (n = 330,000); inhibition, % at 20 µM; S. cerevisiae tim10-1 ts strain growth, BacTiter-Glo, 24 h;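 active means inhibition of at least 40%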;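 further: mutant grown at 25 °C; 0% = DMSO wells with yeast and 100% = wells holding no yeast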
# TIM10 inh = TIM10 yeast growth inhibition; S. cerevisiae TIM10 strain growth, BacTiter-Glo luminescence, 24 h; inhibition, % at 10 µM; actives 1.4% (n = 330,000);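 active means inhibition of 40% or more at the single tested concentration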;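 further: wild-type TIM10 isogenic control strain grown at permissive 25 °C; 0% = DMSO yeast wells and 100% = minimal medium wells without yeast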
# CHOP UPR activ = apoptotic UPR (CHOP) activation; actives 0.34% (n = 330,000); activation, % at 10 µM; CHO-CHOP luciferase reporter, luminescence; percent of tunicamycin response over DMSO baseline;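 active means at 10 µM dose, activation of 40% or more, normalized to positive control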;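 further: 100% = tunicamycin at 10 µg/mL and 0% = DMSO alone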
#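 Assay system: CHO cells with stable CHOP pathway luciferase reporter; Buffer or medium: F12 plus 10% serum; Times: 16-18 h cell attachment, then 6 h compound exposure, 37 °C; Signal: luciferase luminescence; Read-out basis: percent activation relative to tunicamycin control; Control set: tunicamycin high control, DMSO low control.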
# NLRP3 yeast inh = NALP3 inhibition in yeast | Yeast reconstituted NLRP3/ASC/caspase-1, beta-gal luminescence, 24 h | inhibition, % at 10 µM | actives 0.39% (n = 330,000);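 active means inhibition of 50% or more; inactive means inhibition below 50%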;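 further: plate controls were induced DMSO wells for no effect and uninduced yeast grown without galactose for full effect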
# APJ agonist = activates the human apelin receptor APJ | CHO-K1 APJ PathHunter beta-arrestin, luminescence; 0% DMSO wells, 100% apelin | activation, % at 20 µM | actives 0.11% (n = 330,000) | AID 2520;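 active means activation more than six SD over the plate average, tested at 20 µM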;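 further: 0% = DMSO alone and 100% = apelin-13 at 10 nM; some results filed as inactive read as strong as hits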
# Target sequence (P35414 whole entry, looked up): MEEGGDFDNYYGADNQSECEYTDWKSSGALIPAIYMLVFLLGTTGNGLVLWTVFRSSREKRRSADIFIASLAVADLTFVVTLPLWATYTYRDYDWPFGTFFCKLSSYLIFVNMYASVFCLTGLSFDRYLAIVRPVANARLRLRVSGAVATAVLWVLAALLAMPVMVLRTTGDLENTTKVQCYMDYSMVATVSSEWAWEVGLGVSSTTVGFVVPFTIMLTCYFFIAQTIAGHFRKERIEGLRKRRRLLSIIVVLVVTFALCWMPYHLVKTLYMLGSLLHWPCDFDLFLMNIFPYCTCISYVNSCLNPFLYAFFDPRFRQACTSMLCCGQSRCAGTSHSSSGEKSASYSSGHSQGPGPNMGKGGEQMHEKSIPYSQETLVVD
#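 assay system = CHO-K1 APJ beta-arrestin complementation cell line | input = cell density 1000 per well | dosing = compound 20 µM once, DMSO 1% | timing = compound 90 min 25 °C, reagent 1 h | measured by = luminescence from split beta-galactosidase complementation, Galacton Star/Emerald II substrate | read-out basis = APJ agonist activity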
# XBP1 UPR activ = adaptive UPR (XBP1) activation; CHO-XBP1 luciferase reporter, IRE1-XBP1 UPR activation, luminescence; percent of tunicamycin response, DMSO as zero; activation, % at 20 µM; actives 0.33% (n = 330,000); AID 463104;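 active means versus positive control, 20 µM dose yields 30% or more activation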;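 further: 100% = tunicamycin at 10 µg/mL and 0% = DMSO only wells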
#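 Signal: luciferase luminescence; Assay system: CHO-XBP1 luciferase reporter cells; Amount: one thousand reporter cells per well; Dosing: 20 µM single concentration, DMSO 1%; Benchmarks: high control tunicamycin 10 µg/mL final, low control DMSO vehicle only; Schedule: 6 h compound exposure at 37 °C, 5% CO2; Evaluation: percent activation relative to tunicamycin reference.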
# Numbers without * were called inactive.
SMILES,tim23-1 inh,Mdm2 MdmX PPI,GRIN3A LBD mod,tim10-1 inh,TIM10 inh,CHOP UPR activ,NLRP3 yeast inh,APJ agonist,XBP1 UPR activ
O=C1CCC(C(=O)N2CCSCC2)CN1CCc1cccc(F)c1 (centres undefined),5,9,0,-3,6,1.4,-1,10,-1
CCNC(=S)N(CCN(C)C)Cc1cc2cc3c(cc2[nH]c1=O)OCO3,1,8,1,16,4,2.4,3,-3,-1
Cc1nn2c(-c3cccc(NC(=O)CSc4nc5ccccc5o4)c3)nnc2c2ccccc12,11,-2,-5,20,8,5.9,-4,4,20
O=c1c2c3c(sc2nc2n1N=C(c1cccs1)CS2)CCCC3,-4,-80,4,17,15,3.9,0,4,1
Cc1cccc(C(=O)c2c(N)sc3c2CCC(C)C3)c1 (centres undefined),17,31,-7,29,26,5.6,10,-1,0
CCC(Oc1ccccc1)C(=O)N1CC(C)CC(C)C1 (centres undefined),15,-8,1,21,13,0.7,-13,-6,4
Cc1ccc(NC(=O)COC(=O)c2c(C)nn(-c3ccccc3)c2C)cc1,31,-7,-1,2,10,-0.2,26,-3,-2
O=C(CCC(=O)OCC(=O)c1cccc([N+](=O)[O-])c1)NC1CCCCC1,5,27,-1,-11,-4,1.7,14,-15,-1
CC(=O)Oc1ccccc1-c1nc(/C=C/c2ccccc2)no1,21,-94,1,25,9,4.1,31,-4,-4
Nc1ccc(SC(F)(F)F)cc1C(=O)c1ccccc1,26,1,-9,50*,24,1.0,-5,-1,3
COc1cc(C2C(C#N)=C(N)N(N(C)C)C3=C2C(=O)CCC3)cc(OC)c1OC (centres undefined),14,17,1,19,7,-1.4,13,0,-4
O=c1cc(CSc2nnc(COc3ccccc3)o2)c2ccccc2[nH]1,12,26,-4,35,-14,4.1,3,2,3
Clc1ccc(Nc2ccc(Cl)nn2)cc1,6,-14,24*,-2,-6,2.1,18,5,6
CC(NC(=O)CSc1ccccc1)c1ccccc1 (centres undefined),-2,17,-1,-3,-13,1.6,19,-2,-3
CC(=O)N1CCOc2ccc(S(=O)(=O)N(C)c3cccc(C)c3)cc21,8,-7,-1,12,-7,-0.9,-1,2,-4
c1ccc(-c2ccc(-c3nc(-c4ccccn4)no3)cc2)cc1,54*,97*,-15,46*,29,-9.3,53*,-2,-9
O=C(COC(=O)c1nc(Cl)ccc1Cl)NCc1ccccc1,17,1,0,17,6,-1.3,4,-3,-1
O=C(CCCn1ncn2c(cc3occc32)c1=O)N1CCc2ccccc2C1,19,-14,-1,13,16,-2.2,5,-3,-6
Fc1ccc(/C=N\Nc2cccc(F)c2)cc1,-2,10,3,-1,10,-0.2,9,1,-1
COc1ccc(N=N/C(=C\O)C(=O)c2cccs2)cc1,76*,43,0,37,55*,3.3,15,0,0
O=C(CCN1C(=O)/C(=C/C=C/c2ccccc2)SC1=S)Nc1cccnc1,-1,17,0,-7,-5,23,12,-2,18
COc1ccccc1C(=O)N1CCN(C(=O)COc2cccc(C)c2)CC1,4,15,2,-5,-2,0.2,-9,-3,3
O=c1c2c3c(sc2nc2n1CCCCC2)CCC3,-8,20,0,-30,-4,0.1,10,-4,4
Nc1ccn([C@@H]2O[C@H](COS(=O)(=O)O)[C@@H](O)[C@H]2O)c(=O)n1,-8,-13,1,6,0,0.5,20,0,0
C/C=C/c1ccc(OCC(=O)NCc2ccccc2OC)c(OC)c1,24,-1,-2,-4,5,1.5,50*,-4,-2

# 15 entries out of the list, arranged by count of non-hydrogen atoms, ascending:
SMILES,tim23-1 inh,Mdm2 MdmX PPI,GRIN3A LBD mod,tim10-1 inh,TIM10 inh,CHOP UPR activ,NLRP3 yeast inh,APJ agonist,XBP1 UPR activ
Clc1ccc(Nc2ccc(Cl)nn2)cc1,6,-14,24*,-2,-6,2.1,18,5,6
Fc1ccc(/C=N\Nc2cccc(F)c2)cc1,-2,10,3,-1,10,-0.2,9,1,-1
O=c1c2c3c(sc2nc2n1CCCCC2)CCC3,-8,20,0,-30,-4,0.1,10,-4,4
CC(NC(=O)CSc1ccccc1)c1ccccc1 (centres undefined),-2,17,-1,-3,-13,1.6,19,-2,-3
Cc1cccc(C(=O)c2c(N)sc3c2CCC(C)C3)c1 (centres undefined),17,31,-7,29,26,5.6,10,-1,0
Nc1ccn([C@@H]2O[C@H](COS(=O)(=O)O)[C@@H](O)[C@H]2O)c(=O)n1,-8,-13,1,6,0,0.5,20,0,0
O=C(COC(=O)c1nc(Cl)ccc1Cl)NCc1ccccc1,17,1,0,17,6,-1.3,4,-3,-1
CC(=O)Oc1ccccc1-c1nc(/C=C/c2ccccc2)no1,21,-94,1,25,9,4.1,31,-4,-4
O=C1CCC(C(=O)N2CCSCC2)CN1CCc1cccc(F)c1 (centres undefined),5,9,0,-3,6,1.4,-1,10,-1
C/C=C/c1ccc(OCC(=O)NCc2ccccc2OC)c(OC)c1,24,-1,-2,-4,5,1.5,50*,-4,-2
CCNC(=S)N(CCN(C)C)Cc1cc2cc3c(cc2[nH]c1=O)OCO3,1,8,1,16,4,2.4,3,-3,-1
Cc1ccc(NC(=O)COC(=O)c2c(C)nn(-c3ccccc3)c2C)cc1,31,-7,-1,2,10,-0.2,26,-3,-2
O=C(CCCn1ncn2c(cc3occc32)c1=O)N1CCc2ccccc2C1,19,-14,-1,13,16,-2.2,5,-3,-6
COc1cc(C2C(C#N)=C(N)N(N(C)C)C3=C2C(=O)CCC3)cc(OC)c1OC (centres undefined),14,17,1,19,7,-1.4,13,0,-4
Cc1nn2c(-c3cccc(NC(=O)CSc4nc5ccccc5o4)c3)nnc2c2ccccc12,11,-2,-5,20,8,5.9,-4,4,20

# Next entries.
SMILES,tim23-1 inh,Mdm2 MdmX PPI,GRIN3A LBD mod,tim10-1 inh,TIM10 inh,CHOP UPR activ,NLRP3 yeast inh,APJ agonist,XBP1 UPR activ
COc1ccc2c(c1)c1ncn(CCN3CCCCC3)c(=O)c1n2C,21,8,0,11,-15,-2.7,19,0,-2
Cc1cc(C(=O)N/N=C/C=C/c2ccc([N+](=O)[O-])cc2)n[nH]1,-5,8,1,5,11,-0.6,-6,4,-1
C(=C\c1ccccn1)/c1ccncc1,4,2,-2,10,-1,4.5,23,-4,-3
O=C1c2cccc3c(N4CCCCC4)ccc(c23)C(=O)N1c1ccccc1O,45,-5,-24,13,26,1.0,-1,-2,-1
CN(C)C(=O)c1cccn(Cc2cccc(C(F)(F)F)c2)c1=O,7,-34,0,3,-20,0.6,2,0,-4
O=C(CCNC(=O)c1ccc(Cl)cc1)NC1CCCCCC1,6,7,-1,1,-16,1.4,19,-3,0
CC(=O)N1CCC(C(=O)NCCOc2ccc(C)cc2)CC1,13,9,3,2,-12,1.6,16,2,-3
CCOc1ccc(/C(O)=C2/C(=O)C(=O)N(c3ccccn3)C2c2ccc(F)cc2)c(C)c1 (centres undefined),28,9,1,16,21,2.2,8,0,-2
CC(C)(C)OC(=O)N[C@@H](Cc1ccccc1)C(=O)NCC1CCC(C(=O)N[C@@H](CCC(N)=O)C(=O)O)CC1 (some centres undefined),-1,8,-5,9,2,-0.8,12,-1,-1
Cc1cc(C)nc(SCCC(=O)Nc2ccccc2Cl)n1,3,-10,0,4,0,-2.9,3,-3,-5
COC(=O)c1cc(C(=O)c2ccc(C(C)(C)C)cc2)c[nH]1,17,-9,-2,21,23,5.8,-36,1,9
CCOCC(=O)N1CCc2ccccc21,14,19,-1,6,-10,-0.3,12,2,-6
CCOc1ccc(OCCCC(=O)N(C)CC(=O)Nc2ccccc2Br)cc1,19,3,-1,25,7,-0.3,16,0,-3
COc1ccc(NS(=O)(=O)c2ccc(C)c(C(=O)O)c2)cc1,-14,9,1,-17,-9,0.2,5,-6,2
Cc1cccc2sc(NC(=O)C3CCN(C(=O)c4ccco4)CC3)nc12,18,10,1,13,0,2.9,7,2,-1
CN1CCN(NC(=O)c2cc(-c3ccccn3)nc3ccccc23)CC1,9,-3,1,5,-9,-2.8,-4,-2,0
CCn1c(Cc2ccccc2)nnc1SCC(=O)Nc1ccccc1F,13,-12,0,15,15,-0.6,12,-2,-1
O=C(O)CN1C(=O)SC(Nc2ccc(C(=O)O)cc2)C1=O (centres undefined),-1,17,5,3,-11,-1.3,7,0,-7
COc1ccc(C(=O)C2CCCN(C(=O)c3cccc(Cn4cccn4)c3)C2)cc1F (centres undefined),16,6,2,8,-3,0.4,7,-5,-3
CC(=O)c1ccc(S(=O)(=O)N2CCN(C(C)=O)CC2)cc1,2,13,0,14,-13,0.2,-1,1,-2
CCOc1ccc2nc(NC(=O)CN3CCC(n4nnc5cc(C(F)(F)F)ccc54)CC3)sc2c1,6,17,3,34,20,5.0,9,-3,3
CCOC(=O)C1=C(C)OC(N)=C(C(=O)OCC)C1c1ccncc1 (centres undefined),8,10,-1,18,-1,0.0,-6,0,1
COc1ccccc1OCc1nnc(SCC(=O)N2CCCC2)o1,-12,11,-2,-11,4,0.2,6,3,-2
Cc1ccc(S(=O)(=O)Nc2cccc3c2O[C@H](CN(C)Cc2ccc(-c4ccccc4)cc2)[C@@H](C)CN([C@H](C)CO)C3=O)cc1,24,53*,-3,26,15,3.9,-5,-3,14
Cn1cc(C(=O)Nc2ccc(C#N)cc2)c2ccccc2c1=O,18,25,0,16,-16,-0.7,12,0,-4

# Next part:
SMILES,tim23-1 inh,Mdm2 MdmX PPI,GRIN3A LBD mod,tim10-1 inh,TIM10 inh,CHOP UPR activ,NLRP3 yeast inh,APJ agonist,XBP1 UPR activ
C/C(CC(=O)Nc1ccc(N(C)C)cc1)=N\NC(=O)c1cnccn1,20,4,-1,17,8,0.6,9,-4,-3
Cc1ccc(Cn2nnc3c(=O)n(CC(=O)N4CCCCC4)cnc32)cc1,3,9,1,-6,-20,0.2,-11,-2,-1
C=CCOn1c(=O)c(-c2ccc(OCC)cc2)[n+]([O-])c2ccccc21,44,13,1,33,23,4.0,29,1,-1
CCNc1c([N+](=O)[O-])c(=O)oc2ccccc12,-3,11,-3,8,5,-1.1,10,-2,-3
O=C(NC1(N2CCOCC2)CC1)c1ccc(Cl)cc1,1,15,2,13,-12,-1.7,0,-3,-5
Cc1cc(Nc2ccc(F)cc2F)n2ncnc2n1,8,14,-2,4,-4,0.0,4,-2,1
CCN(CC)CCN1C(=O)C(=O)/C(=C(/O)c2ccc3c(c2)CC(C)O3)C1c1ccc(OC)cc1 (centres undefined),4,6,1,-1,7,-0.2,5,-9,0
O=C(NCCc1nnc2ccc(NCc3ccc(Cl)cc3)nn12)c1ccccc1,3,14,-1,-18,0,0.2,-3,-3,-1
NS(=O)(=O)c1ccc(S(=O)(=O)N(CCc2ccccc2)Cc2ccccn2)cc1,12,8,0,9,2,-2.6,18,-3,1
Cn1ccnc1C(=O)c1ccc(Cl)c(S(=O)(=O)N2CCOCC2)c1,0,4,1,2,-14,-0.7,11,-4,-2
